# High-throughput results as filed in PubChem.
# CAL PDZ FP – CAL PDZ (human) peptide binding inhibition | Q9HD26 | purified CAL PDZ, TMR-peptide fluorescence polarization, 1 h | inhibition, % at 24.9 µM | 300,000 tested, 0.92% active | AID 602252;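 active means mean inhibition of at least 30% with at least half of replicates also reaching 30%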;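 further: 0% = DMSO neutral control and 100% = excess unlabeled competitor peptide PRC23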
# HTR5A inv ctr – HTR5A inverse agonism, opioid heterodimer counter-screen; AID 504634; 340,000 tested, 0.083% active; HTR5A cell line, luminescence; P47898; inhibition, % at 9.3 µM; in the data active means inhibition mostly above about 23%, no sharp cut-off; inactive means mostly below about 18%;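 further: 0% = cells with DMSO and 100% = no-cell wells with DMSO; some compounds called inactive have numbers as strong as hits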
# Target sequence (P47898 whole entry, looked up): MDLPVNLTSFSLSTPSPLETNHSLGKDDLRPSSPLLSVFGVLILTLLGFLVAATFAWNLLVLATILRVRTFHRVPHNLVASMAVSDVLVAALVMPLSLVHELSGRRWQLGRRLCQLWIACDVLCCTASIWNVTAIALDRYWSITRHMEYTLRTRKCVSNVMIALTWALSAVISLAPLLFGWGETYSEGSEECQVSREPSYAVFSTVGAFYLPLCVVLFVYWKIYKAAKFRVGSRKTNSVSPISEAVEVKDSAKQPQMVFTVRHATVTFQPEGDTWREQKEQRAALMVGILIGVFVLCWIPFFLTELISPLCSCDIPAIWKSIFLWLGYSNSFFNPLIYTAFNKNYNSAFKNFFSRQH
# LANA DNA inh – KSHV C-LANA DNA binding inhibition; MBP-C-LANA/FAM-LBS DNA binding, fluorescence polarization; inhibition, % at 9 µM; 340,000 tested, 0.078% active; AID 504423;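 active means highest replicate inhibition at or above 60% at 9 µM, even if other replicates fall short; inactive means all replicates below 60% inhibition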;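 further: 0% = neutral control wells and 100% = 4 µM acridine orange control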
# MOR-DOR inv ag – inverse agonist of human OPRM1-OPRD1 heterodimerization | cell-based MOR-DOR heterodimer luminescence, inverse agonism | inhibition, % at 9.3 µM | 340,000 tested, 0.21% active; in the data active means inhibition above about 22%, passing the limit was not always enough;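 further: 0% = cells with DMSO and 100% = wells without cells with DMSO; values of inactives mirror those of a sister screen read the other way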
# V-ATPase pHluor – regulators of yeast V-ATPase proton transport | 350,000 tested, 0.37% active | response, % at 10 µM | S. cerevisiae, pHLuorin cytosolic pH fluorescence | AID 504577; in the data active means response mostly above about 7.3%, no sharp cut-off; inactive means mostly below about 5.4%; further: actives read high; inactives centre near 0; some compounds called inactive have numbers as strong as hits; reference of the scale not given here
# MOR-DOR ag – agonists of human mu-delta opioid receptor heterodimerization; activation, % at 9.3 µM; cells, OPRM1-OPRD1 heterodimerization, luminescence; P35372+P41143; 340,000 tested, 0.3% active; AID 504326; in the data active means activation above about 18%;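 further: 0% = vehicle-treated cells and 100% = reference agonist; values of inactives mirror those of a sister screen read the other way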
# Keap1-Nrf2 PPI – Keap1-Nrf2 (human) interaction inhibition. AID 504523. 340,000 tested, 0.15% active. Keap1 Kelch-Nrf2 peptide fluorescence polarization, 1536-well. inhibition, % at 9.4 µM. Q14145; in the data active means inhibition above about 12%;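 further: human Keap1 Kelch domain with fluorescein labeled Nrf2 9mer peptide probe; 0% = neutral control wells and 100% = peptide positive control; higher means more block of Keap1 binding to Nrf2 peptide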
# Target sequence (Q14145 whole entry, looked up, the tested form may be a part): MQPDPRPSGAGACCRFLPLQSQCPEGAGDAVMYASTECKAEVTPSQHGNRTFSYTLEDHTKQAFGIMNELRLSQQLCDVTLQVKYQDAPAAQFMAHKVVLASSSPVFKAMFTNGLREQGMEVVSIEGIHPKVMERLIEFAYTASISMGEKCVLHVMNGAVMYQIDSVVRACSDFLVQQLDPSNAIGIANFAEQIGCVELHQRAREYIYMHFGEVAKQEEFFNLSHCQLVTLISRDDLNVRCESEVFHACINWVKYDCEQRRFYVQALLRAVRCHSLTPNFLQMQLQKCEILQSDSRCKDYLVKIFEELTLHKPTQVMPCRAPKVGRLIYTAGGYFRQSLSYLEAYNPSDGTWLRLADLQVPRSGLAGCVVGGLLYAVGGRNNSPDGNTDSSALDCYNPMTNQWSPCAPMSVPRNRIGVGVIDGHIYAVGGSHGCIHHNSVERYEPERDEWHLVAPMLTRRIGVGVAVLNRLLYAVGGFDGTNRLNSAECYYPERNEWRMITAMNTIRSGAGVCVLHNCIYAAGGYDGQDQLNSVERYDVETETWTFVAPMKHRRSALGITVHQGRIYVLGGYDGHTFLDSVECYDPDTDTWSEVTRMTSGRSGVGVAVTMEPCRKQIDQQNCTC
# RTF Ca sens inh – cardiac RTF calcium desensitization | P19429+P45379 | 340,000 tested, 0.12% active | inhibition, % at 7.15 µM | IANBD-labeled cardiac RTF, Ca2+ fluorescence;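 active means inhibition above the mean inhibition of all tested compounds plus 3 SD, cut at about 17% in these data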;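 further: assay run at fixed EC70 calcium of 1.6 mM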
# RTF Ca sens act – increases calcium sensitivity of human cardiac regulated thin filaments. P19429+P45379. IANBD-labeled TnC RTF fluorescence at EC20 calcium; 0% EC20 calcium, 100% full calcium. activation, % at 7.2 µM. 340,000 tested, 0.24% active;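 active means activation above the mean over all tested compounds plus 3 SD, cut at about 30% in these data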;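 further: rise in fluorescence read as greater calcium sensitivity of cardiac thin filaments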
# HTR5A ag – HTR5A agonism, opioid heterodimer counter-screen; AID 504692; 340,000 tested, 0.61% active; HTR5A agonist assay, luminescence, cell-based; activation, % at 9.3 µM; P47898; in the data active means activation mostly above about 9.5%, no sharp cut-off; inactive means mostly below about 7.6%;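 further: 0% = cells with vehicle only and 100% = reference agonist; strong numbers were not always called active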
# * hit, by the source's call; · = no result given.
SMILES,CAL PDZ FP,HTR5A inv ctr,LANA DNA inh,MOR-DOR inv ag,V-ATPase pHluor,MOR-DOR ag,Keap1-Nrf2 PPI,RTF Ca sens inh,RTF Ca sens act,HTR5A ag
Cc1nnc(SCC2=C(C(=O)O)N3C(=O)C(NC(=O)c4cc(F)c(F)cc4Cl)C3SC2)s1 (stereo unspecified),·,9,2.0,11,0,-2.2,-1,-4,-4,4
CC(C)Cn1c(N)c(C(=O)COC(=O)/C=C/c2cccs2)c(=O)n(C)c1=O,-5,-15,-1.7,9,-4,-1.7,0,1,-4,0
O=C(NCCCCc1ccccc1)c1cccc(NC(=O)C2CCCC2)c1,-5,21,0.6,9,-3,-1.9,-7,-4,0,-6
Cc1cc(=O)oc2c(C)c(OC(C)C(=O)NC3CCN(Cc4ccccc4)CC3)ccc12 (stereo unspecified),-2,5,-0.7,4,1,-0.8,-4,-1,2,2
C/C(O)=C\c1nc(=O)c2c(C)cc(C)nc2n1-c1ccccc1,0,-6,0.0,-11,2,1.7,-6,2,-1,2
CCCNC(=O)CCNC(=O)[C@H](O)C(C)(C)CO,-6,4,0.6,20,-2,-4.0,6,-2,-2,-1
Cn1cccc1CC(=O)NNC(=S)NC(=O)c1ccccc1Br,0,-6,0.1,21,-2,-4.3,-1,-6,3,0
CC1(c2ccc(Cl)cc2)NC(=O)N(CC(=O)NCc2cccs2)C1=O (stereo unspecified),-6,-8,0.4,-1,-3,0.1,4,-5,-5,3
CC(C)NS(=O)(=O)c1ccc(N2C(=O)c3ccccc3C2=O)cc1,1,-30,-0.8,-12,1,2.1,-3,-2,1,3
Cc1cc(C)cc(NC(=O)CCc2ccc(C)o2)c1,-3,2,-0.5,16,2,-3.0,1,3,-1,-1
CN1C(=O)NC(c2ccccc2Cl)C2=C1CC(C)(C)CC2=O (stereo unspecified),3,-4,0.7,6,-1,-1.2,1,0,-8,2
COc1ccccc1NC(=O)N1CCCC1C(=O)NCCc1ccccc1 (stereo unspecified),-9,14,0.3,9,-1,-1.9,-2,-3,0,-4
CCOc1ccccc1NC(=O)c1c(Br)cnn1C,-2,22,1.5,8,-3,-1.3,2,-6,-1,5
CN(C)Cc1nnnn1-c1cccc(-n2nnnc2CN(C)C)c1,-1,-10,0.1,5,-4,-1.1,1,-9,-2,-2
O=C(C1CCN(S(=O)(=O)c2cccc3nsnc23)CC1)N1CCn2c1nc1ccccc12,-2,·,1.2,·,0,·,-8,-5,2,·
O=C(CSc1nnc(Cc2ccccc2)o1)NCc1ccco1,-3,-15,0.6,12,3,-2.4,2,0,-6,6
COc1ccc(-c2[nH]ncc2CN2CCCO2)c(F)c1,-1,8,1.0,13,3,-2.4,0,-7,1,3
Cn1c(=O)[nH]c(=O)c2[nH]c(CN3CCN(C(=O)c4ccco4)CC3)nc21,-3,-19,3.4,14,-2,-2.9,-6,-6,-1,3
COc1ccc(/C=C(\NC(=O)c2ccccc2)C(=O)N2CCN(C)CC2)cc1OC,·,-10,0.8,-1,1,0.1,4,-9,-2,3
O=C1C2C3CCC(C3)C2C(=O)N1CNc1ccccc1 (stereo unspecified),-4,-30,-1.1,-5,-2,0.8,-6,-3,7,9
Cc1ccc(S(=O)(=O)N(C)CC(=O)NCC(=O)Nc2ccc(F)c(F)c2F)cc1,-2,1,4.1,20,2,-4.0,1,-5,-1,0
Cc1oc2cc3oc(=O)c(CCC(=O)NC4CC4)c(C)c3cc2c1C,-9,18,-2.4,9,5,-1.8,0,-2,5,2
COc1ccccc1N(C(=O)CNC(=O)c1ccco1)C(C(=O)NC1CCCC1)c1ccco1 (stereo unspecified),·,-23,0.1,3,-1,-0.4,3,-4,-5,9
COC(C(=O)NC(C(C)C)C(C)C)c1ccccc1 (stereo unspecified),-2,8,-2.5,15,-2,-2.8,1,5,7,0
CCS(=O)(=O)N1CCC(C(=O)NCCC2=CCCCC2)CC1,-4,-8,1.2,-6,-1,1.1,2,-8,2,0

# Other records.
SMILES,CAL PDZ FP,HTR5A inv ctr,LANA DNA inh,MOR-DOR inv ag,V-ATPase pHluor,MOR-DOR ag,Keap1-Nrf2 PPI,RTF Ca sens inh,RTF Ca sens act,HTR5A ag
Cc1nn(-c2ccccc2)c(C)c1/C=C/C(=O)OCC(=O)Nc1ccc(S(N)(=O)=O)cc1,-5,1,-1.3,-4,-1,0.9,4,4,-5,-1
CC(C)(C)NC(=O)NC(=O)COC(=O)c1cccc(OC(F)F)c1,-1,4,-0.9,-13,-3,2.7,-3,-9,-4,-2
Fc1ccc(OCc2nnc(SCCN3CCOCC3)o2)cc1,-1,26,-0.6,4,2,-0.8,-5,1,16,5
CCOC(=O)C1(Cc2ccccc2)CCN(Cc2ccc3cc(NC(C)=O)ccc3n2)CC1,6,7,-2.5,-5,3,1.0,-6,1,4,4
CSc1ccccc1NC(=O)Nc1ccc(Cl)cc1,·,-17,-0.3,-147,·,26*,2,-4,6,9
COc1ccc([N+](=O)[O-])cc1N(CC(O)Cn1nnc2ccccc21)S(=O)(=O)c1ccc(C)cc1 (stereo unspecified),-3,11,-0.7,-5,-4,0.9,6,-2,-1,3
O=C(COc1cc(Cl)c(Cl)cc1Cl)NCCc1ccccn1,6,-2,0.9,8,0,-1.7,-4,9,-2,1
COc1ccccc1C(=O)COC(=O)c1ccccc1OCC(=O)Nc1ccc(SC(F)F)cc1,-1,2,-1.9,15,1,-2.4,0,-6,-1,2
COc1ccccc1NC(=O)COc1ccc(CO)cc1Cl,-7,4,0.0,19,-2,-4.4,3,2,-4,4
O=c1oc2ccccc2n1CCc1ccccc1,6,11,0.3,9,-2,-1.9,-3,-1,-2,-1
O=C(NC1CCCN(CCc2ccccc2)C1)c1c(F)cccc1F (stereo unspecified),2,3,1.6,7,15,-1.2,2,-2,7,-1
COc1cccc(NC(=O)NNC(=O)c2ccc3c(c2)NC(=O)C(C)(C)O3)c1,-2,10,0.9,-21,2,3.3,-9,-5,1,-1
Cc1cc(C)c2oc(-c3ccc(Cl)c(NC(=O)c4ccc(C#N)cc4F)c3)nc2c1,1,8,1.2,12,-2,-2.8,-1,4,10,-3
CCCCN(C(=O)c1cccc(C)c1)c1c(N)n(CCC)c(=O)[nH]c1=O,-3,22,0.4,8,-2,-1.3,-1,-10,2,-2
CC(=O)NC(CCS(C)(=O)=O)C(=O)Nc1ccccc1Cl (stereo unspecified),2,6,-2.5,-10,-1,2.3,-3,-3,2,-3
O=C(NN=Cc1cc(Br)c(O)c(Br)c1)c1ccccc1NS(=O)(=O)c1cccs1,5,7,2.8,8,-1,-1.6,2,-3,-2,-2
CN(C(=O)CSc1nc2cc([N+](=O)[O-])ccc2n1-c1ccc(F)cc1)C1CCS(=O)(=O)C1 (stereo unspecified),0,-16,-0.7,13,0,-2.6,2,-9,-9,-6
COc1cccc(NC(=O)CNC(=O)c2ccccc2)c1,-2,-16,-1.2,0,0,0.0,-6,-4,-1,1
CC(C)OC(=O)c1cc2c(ccn2C)n1CC(=O)N(Cc1ccccc1)c1ccc(F)cc1,0,0,1.1,-7,-5,1.2,-1,-4,-2,0
O=C(NCc1ccco1)c1ccccc1O,0,7,-1.0,0,1,0.0,-7,-5,6,-2
O=C1CN(c2nc(-c3ccccc3)c3ccccc3n2)c2ccccc2N1,-6,-13,1.3,-19,1,3.1,-4,-6,-9,5
O=C(/C=C/Nc1cccc(O)c1)c1ccccc1,-4,5,0.1,16,6,-2.7,-1,-13,-6,6
COc1ccc(-n2cnc3ccccc32)cc1,-1,-12,-1.1,8,0,-1.8,1,-8,4,6
C=CCSC1=Nc2cc(OC)c(OC)cc2C2=NC(=O)CN12,·,17,1.8,-5,2,0.9,-8,-4,-3,-2
O=C(COC(=O)[C@H](Cc1ccccc1)NC(=O)c1cccs1)Nc1c(Cl)cccc1Cl,10,-2,-0.3,-5,-1,1.0,-2,-3,9,1

# (more compounds)
SMILES,CAL PDZ FP,HTR5A inv ctr,LANA DNA inh,MOR-DOR inv ag,V-ATPase pHluor,MOR-DOR ag,Keap1-Nrf2 PPI,RTF Ca sens inh,RTF Ca sens act,HTR5A ag
COc1ccc2[nH]c3c(c2c1)CCN1C(=O)C(CC(=O)NCc2cccc(C(F)(F)F)c2)C[C@H](C(=O)N2CCCCC2)[C@@]31CCc1ccccc1 (stereo partly specified),-6,-5,0.8,10,2,-2.0,-2,-1,-3,2
COc1ccccc1CNC(=O)CCNS(=O)(=O)c1ccc2c(c1)CC(C)N2C(C)=O (stereo unspecified),·,23,-0.5,9,1,-1.7,-5,0,1,0
Cc1ccc(S(=O)(=O)Nc2ccc(N3CCOCC3)nc2)cc1,-2,-17,0.0,8,1,-1.6,0,-4,0,3
Oc1ccc(Br)cc1C=Nc1ccc(Cl)cc1,-3,-1,-0.1,19,1,-4.0,-2,-1,9,-3
Cc1ccc(NC(=S)NC(NC(=O)C(C)(C)C)C(Cl)(Cl)Cl)c(C)c1 (stereo unspecified),-2,-7,-0.7,7,1,-1.2,0,-3,4,-1
COc1ccc(N(C)S(=O)(=O)c2ccc3c(c2)NC(=O)CC(=O)N3)c(OC)c1,-3,-23,3.1,9,2,-1.7,-4,-2,-8,7
O=C(CSc1nc2ccccc2n1CC(=O)N1CCCC1)N1CCN(C(=O)c2ccco2)CC1,-3,·,0.9,·,-2,·,-4,-6,4,·
COc1ccc(OC)c(C(C)NC(=O)c2ccc(Br)cc2)c1 (stereo unspecified),-1,-10,-1.4,20,2,-3.8,-1,-10,-5,2

# Laid out differently: entries from further up.
# Value order – CAL PDZ FP	HTR5A inv ctr	LANA DNA inh	MOR-DOR inv ag	V-ATPase pHluor	MOR-DOR ag	Keap1-Nrf2 PPI	RTF Ca sens inh	RTF Ca sens act	HTR5A ag
COc1ccc(-n2cnc3ccccc32)cc1
    -1	-12	-1.1	8	0	-1.8	1	-8	4	6
C=CCSC1=Nc2cc(OC)c(OC)cc2C2=NC(=O)CN12
    ·	17	1.8	-5	2	0.9	-8	-4	-3	-2
O=C(COC(=O)[C@H](Cc1ccccc1)NC(=O)c1cccs1)Nc1c(Cl)cccc1Cl
    10	-2	-0.3	-5	-1	1.0	-2	-3	9	1
COc1ccc2[nH]c3c(c2c1)CCN1C(=O)C(CC(=O)NCc2cccc(C(F)(F)F)c2)C[C@H](C(=O)N2CCCCC2)[C@@]31CCc1ccccc1 (stereo partly specified)
    -6	-5	0.8	10	2	-2.0	-2	-1	-3	2
COc1ccccc1CNC(=O)CCNS(=O)(=O)c1ccc2c(c1)CC(C)N2C(C)=O (stereo unspecified)
    ·	23	-0.5	9	1	-1.7	-5	0	1	0
Cc1ccc(S(=O)(=O)Nc2ccc(N3CCOCC3)nc2)cc1
    -2	-17	0.0	8	1	-1.6	0	-4	0	3
Oc1ccc(Br)cc1C=Nc1ccc(Cl)cc1
    -3	-1	-0.1	19	1	-4.0	-2	-1	9	-3
Cc1ccc(NC(=S)NC(NC(=O)C(C)(C)C)C(Cl)(Cl)Cl)c(C)c1 (stereo unspecified)
    -2	-7	-0.7	7	1	-1.2	0	-3	4	-1
COc1ccc(N(C)S(=O)(=O)c2ccc3c(c2)NC(=O)CC(=O)N3)c(OC)c1
    -3	-23	3.1	9	2	-1.7	-4	-2	-8	7
O=C(CSc1nc2ccccc2n1CC(=O)N1CCCC1)N1CCN(C(=O)c2ccco2)CC1
    -3	·	0.9	·	-2	·	-4	-6	4	·
COc1ccc(OC)c(C(C)NC(=O)c2ccc(Br)cc2)c1 (stereo unspecified)
    -1	-10	-1.4	20	2	-3.8	-1	-10	-5	2
